# PV pol inh: inhibitors of poliovirus RNA polymerase binding and polymerization. poliovirus polymerase elongation, fluorescence polarization; hits give low values. % elongation, % (compound at 16.7 µg/mL). AID 588519. P03300. actives 0.66% (n = 150,000); in the data active = % elongation below about 90%; also: some results filed as inactive read as strong as hits
# Target sequence (P03300 1749-2209 limits assumed): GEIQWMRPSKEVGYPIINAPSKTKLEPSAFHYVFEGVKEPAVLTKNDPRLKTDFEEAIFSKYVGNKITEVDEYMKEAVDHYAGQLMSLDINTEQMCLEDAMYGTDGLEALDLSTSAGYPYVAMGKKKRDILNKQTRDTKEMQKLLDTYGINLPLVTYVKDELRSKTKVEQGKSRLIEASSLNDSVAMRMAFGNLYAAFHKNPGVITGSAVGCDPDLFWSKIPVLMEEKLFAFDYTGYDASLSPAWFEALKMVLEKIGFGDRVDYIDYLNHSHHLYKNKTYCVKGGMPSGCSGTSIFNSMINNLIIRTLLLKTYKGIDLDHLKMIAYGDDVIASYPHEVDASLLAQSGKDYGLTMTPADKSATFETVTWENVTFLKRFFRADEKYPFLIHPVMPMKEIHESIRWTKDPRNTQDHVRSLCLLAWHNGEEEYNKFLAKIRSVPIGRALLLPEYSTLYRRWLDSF
# PV pol inh FP z-score: further read-out of PV pol inh, marked with its call; z-score; measured here: FP z-score; hits read low
# Active calls of the source: *.
SMILES,PV pol inh,PV pol inh FP z-score
Cc1cccc(Cc2cnc(N3C(=N)SC(C)C3=O)s2)c1 (stereo not drawn),102.0,-0.2
C/C(=N\O)C(=O)c1ccc(C)cc1,99.0,-0.4
CCCCn1c(=O)[nH]c2ccccc2c1=O,91.0,-1.8
CCOC(=O)c1cnc2cc(-c3ccc(OCC)cc3)nn2c1-c1ccccc1,112.0,1.1
O=C(NC1=NCCCCCN1)Nc1cccc(Cl)c1,105.0,0.3
Cc1nc(-c2ccccc2)sc1CCNS(=O)(=O)c1ccc(Br)cc1,101.0,-1.4
CCN(CC)S(=O)(=O)c1c(C)cc(C)cc1C,106.0,0.2
Cc1csc(=O)n1CC(=O)OCC(=O)NC1(C#N)CCCCC1,102.0,0
O=c1cc(N2CCN(c3ccccc3)CC2)[nH]c(=O)n1-c1ccc(Cl)cc1,105.0,1
CCCCc1ccc(NC(=O)N=S2CCN(c3ncc(C(F)(F)F)cc3Cl)CC2)cc1,106.0,0.2
OC(Cc1nc2ccccc2o1)c1ccccc1 (stereo not drawn),102.0,0
Cc1cc(C)cc(NS(=O)(=O)c2ccc3[nH]cc(C(=O)N(C)Cc4ccccc4)c(=O)c3c2)c1,109.0,0
NS(=O)(=O)c1ncn(Cc2ccccc2)n1,105.0,0.3
Cc1ccc(Cn2ccn(Cc3ccccc3C)c(=O)c2=O)cc1,109.0,0.5
CCOC(=O)C(C)Oc1ccc(C#N)cc1OC (stereo not drawn),100.0,-0.8
COc1ccc(C2c3c(n(C)c4ccccc34)C(=O)N2CC(=O)Nc2ccc(F)cc2)cc1 (stereo not drawn),108.0,0.4
O=C(CS)Nc1nc2c3ccccc3ncn2n1,133.0,4.3
Cc1ccc(CNC(=O)c2ccc(Cn3c(=O)c4ccccc4n(CC(=O)Nc4ccc(C)cc4C)c3=O)cc2)cc1,112.0,1.1
O=C(CCC1(C(=O)O)CCC(=O)NC1)NCc1ccccc1 (stereo not drawn),105.0,0.3
CN(C)CCCNCc1ccccn1,100.0,-0.2
O=C(Nc1ccc(-c2nc3c(ccc4ccccc43)o2)cc1)c1ccco1,102.0,0.2
CN(C)S(=O)(=O)c1cccc(C(=O)O)c1,99.0,-1.4
CCOc1ccc(NC(=O)CSc2oc(-c3cccs3)nc2S(=O)(=O)c2ccc(C)cc2)cc1,108.0,0.9
COc1ccc(CNC(=O)CN(C)S(=O)(=O)c2ccc3c(c2)c(=O)n(C)c(=O)n3C)cc1,102.0,-0.1
Cc1ccc2oc(=O)c3cc(C(=O)NCCc4ccc(Cl)cc4)sc3c2c1,106.0,0.3
CN(CC(=O)Nc1ccccc1SCC#N)Cc1ccc(-c2ccc(Br)cc2)o1,45.0,-6.9
CCOC(=O)c1cc(C(=O)OC)c(C)nc1N1CCC(NC2CCCCC2O)CC1 (stereo not drawn),104.0,-0.2
Cn1c(=O)n(C)c2cc(N3CCCCC3)c(NS(C)(=O)=O)cc21,100.0,-0.1
O=C1CSC(=O)N1CC(O)COc1cccc2ccccc12 (stereo not drawn),103.0,0.3
CCC(=O)Nc1nnc(SCCOC)s1,102.0,0.3
CCOC(=O)C(C)Oc1ccc2oc(=O)cc(C)c2c1 (stereo not drawn),103.0,0
O=C1CSCC(=O)N1c1cccnc1,84.0*,-2.4*
O=C(O)CCCNc1cc(N2CCN(C3CCCCC3)CC2)c2noc3c2c1C(=O)c1ccccc1-3,90.0,-1.9
Cc1cccc(Nc2ccccc2C(=O)OC(C)C(=O)N2CCN(C(=O)c3ccco3)CC2)c1C (stereo not drawn),104.0,0.1
CSC1CCCCC1(O)CSc1nc2ccccc2o1 (stereo not drawn),101.0,0.1
COc1cc(C2c3c(oc4ccccc4c3=O)C(=O)N2Cc2ccccc2Cl)ccc1O (stereo not drawn),106.0,0.2
Cc1nnc2sc(-c3ccc(N)cc3)nn12,102.0,0.3
COC(=O)c1c(C)sc2c(C(F)(F)F)cc(=O)[nH]c12,105.0,0.2
CCC(Sc1nnc2c3ccccc3n(CC)c2n1)C(=O)Nc1ccccc1OC (stereo not drawn),103.0,0.2
O=C(/C=C/c1ccco1)N(c1ccccn1)c1ccccn1,101.0,0
O=C(CSc1cn(CC(=O)N2CCCC2)c2ccccc12)Nc1ccccc1C(F)(F)F,110.0,-0.5
COC(=O)c1ccc(S(=O)(=O)N(Cc2ccccc2)Cc2ccccc2)n1C,103.0,0
c1ccc(C23CC4CN(CCN(C4)C2)C3)cc1,101.0,0.3
Cc1cccc(-n2c(O)c(C=Nc3ccccc3)c3ccccc3c2=O)n1,104.0,0.4
COc1ccc(OCC(=O)Nc2ccc(-c3nc4cc(C)c(C)cc4o3)cc2)cc1,103.0,-0.3
O=C(Cn1nc(C(F)(F)F)c2c1CCCC2)Nc1ccc(Br)cc1,107.0,0.6
CCCc1noc(-c2ccc(N3CCCCC3)c([N+](=O)[O-])c2)n1,105.0,-0.6
Cc1cc(C(=O)O)ccc1-c1ccc(/C=C2\SC(=S)NC2=O)o1,129.0,4.7
O=c1c2[nH]c3ccccc3c2nc(SCc2cccc(F)c2)n1-c1ccccc1,112.0,1.1
COC(=O)c1cc(-c2ccccc2OC)nc2c1c(C)nn2CCC#N,104.0,0.4
# More records:
SMILES,PV pol inh,PV pol inh FP z-score
O=C(CCC(=O)N1Cc2ccccc2Oc2ncccc21)NCc1ccccc1Cl,99.0,-1.8
COc1ccc(-n2nc(C)c3c(C(F)(F)F)cc(-c4cccnc4)nc32)cc1,112.0,0.8
CS(=O)(=O)N1CCCN2C(=O)c3ccccc3C21 (stereo not drawn),100.0,-0.5
CC(C)(C)C(=O)OCc1cc(=O)n2nc(C3CC3)sc2n1,103.0,-0.7
CCCn1c(=O)c2sccc2n2c(CCCC(=O)N3CCC(C)CC3)nnc12,100.0,-0.6
O=C(COC(=O)/C=C/c1ccc(I)o1)NC1CC1,102.0,0
O=C(CN1CCCCC1)N1CCc2ccccc21,101.0,0.1
COc1ccc(-c2csc(N(CC(C)C)C(=O)c3cccs3)n2)cc1,103.0,0.2
Cc1ccc(C(=O)N/C(=C\C=C/c2ccccc2)C(=O)NCC2CCCO2)cc1 (stereo not drawn),105.0,0.1
Cc1oc(-c2cccc(Cl)c2)nc1CSCC(=O)O,106.0,-0.4
Cc1ccc2cc(CCNC(=O)c3ccc4c(c3)OCO4)c(=O)[nH]c2c1C,99.0,-1.1
CC(C)(C)c1nocc1C(=O)O/N=C(\N)c1ccccn1,104.0,0.9
CCC(C)NC(=O)CCc1c(C)nc2nc(-c3cc(OC)cc(OC)c3)nn2c1C (stereo not drawn),102.0,-1.4
CCCn1c(=O)n(CC#N)c(=O)c2c1nc(C(F)(F)F)n2CCOC,106.0,0.3
CCN=c1scc(-c2ccccc2)n1/N=C/c1ccccc1O,101.0,0
COc1ccc(CCNC(=O)c2ccc3c(c2)ncn3-c2ccc(C)cc2C)cc1OC,110.0,0.5
CC1CCN(S(=O)(=O)c2ccc(C(=O)Nc3nc4ccc(F)cc4s3)cc2)CC1,112.0,1
N#CCSc1ncnc2sccc12,138.0,3.5
COc1ccc(C2=C/C(=C/c3ccccc3)C(=O)O2)cc1,101.0,0
CC(C)N1CCc2nc(SCC(=O)Nc3cccc(F)c3)[nH]c(=O)c2C1,107.0,-0.1

# Two neighbouring entries out of the list so far, quoted:
SMILES,PV pol inh,PV pol inh FP z-score
CC1CCN(S(=O)(=O)c2ccc(C(=O)Nc3nc4ccc(F)cc4s3)cc2)CC1,112.0,1
N#CCSc1ncnc2sccc12,138.0,3.5

# Going on with the list:
SMILES,PV pol inh,PV pol inh FP z-score
CCOc1cccc(CNC(=O)c2ccc(N3CCCC3)c(NC(=O)NCc3ccccc3)c2)c1,106.0,0.1
CCN(Cc1ccccc1)C(=O)C1CCN(Cc2cc(Br)c(O)c(OC)c2)CC1,104.0,0.3
COc1ccccc1-c1noc(CCC(=O)N2CCC(c3c[nH]c4ccccc34)(c3c[nH]c4ccccc34)CC2)n1,99.0,-1
CC(=O)N(c1ccc2oc(=O)sc2c1)S(=O)(=O)c1ccc(C)cc1,100.0,0
CC(=O)N1c2ccccc2C(=O)C1N1CCN(c2cc(C)ccc2C)CC1 (stereo not drawn),100.0,-1
O=C1c2ccccc2C(=O)N2CC3(c4ccccc4)CN1CC(c1ccccc1)(C2)C3=O,101.0,-0.3
O=C(COc1ccccc1)Nc1cccc(-c2cn3cccnc3n2)c1,106.0,-0.2
CCN(CC)S(=O)(=O)c1cccc(C(=O)N[C@H](C(=O)Nc2ccc3c(c2)OCCO3)C(C)C)c1,99.0,-0.4
CSc1sc(C(=O)O)c2c1C(=O)CC(C)(C)C2,102.0,0
CC(=O)O[C@@H]1CC(O[C@@H]2C(C)OC(O[C@@H]3C(C)OC(OC4CC[C@@]5(C)[C@H](CC[C@]6(C)[C@]5(C)C[C@@H](O)[C@]5(C)[C@@H](C7=CC(=O)OC7)CC[C@@]56O)C4)C[C@H]3O)C[C@H]2O)OC(C)[C@H]1OC1OC(CO)[C@@H](O)[C@@H](O)[C@@H]1O (stereo partly drawn),101.0,0.1
CC(C)C(=O)Nc1c(C(N)=O)oc2ccccc12,99.0,-1.1
N#C/C(=C\C=C\c1ccccc1)c1cccc(C(F)(F)F)c1,102.0,-0.2
CCSc1ccc2nnc(CCNC(=O)c3ccccc3)n2n1,101.0,-0.1
COC(=O)c1ccc(-n2cccn2)cc1,104.0,1.4
COc1cc(NC(=O)c2cc3c(=O)n(Cc4ccco4)ccc3nc2C)cc(OC)c1OC,110.0,0.7
Cc1ccc(CN(Cc2ccco2)C(=S)Nc2ccccc2C)cc1,101.0,0.2
CC(=O)Nc1ccc(Nc2cc(Cl)c(S(=O)(=O)C(F)(F)F)cc2S(=O)(=O)C(F)(F)F)cc1,100.0,0
COc1ccc(C(=O)NCC(c2cccnc2)N2CCc3ccccc3C2)cc1 (stereo not drawn),108.0,0
CCc1cccc(NC(=O)Cn2c(=O)n(Cc3ccccc3)c(=O)c3c2c2cc(OC)ccc2n3C)c1,105.0,-0.6
COc1cc(C)ccc1OCC(=O)NC(C)C,97.0,-0.9
COc1cc(OC)c(NC(=O)N2CCc3cc(S(=O)(=O)N4CCC(C)CC4)ccc32)cc1Cl,107.0,0.1
COC(=O)c1sc(N)c(C(=O)OC)c1COC(=O)c1c(C)noc1C,109.0,0.8
COc1ccc(NC(=O)c2cc(C3CC3)nc3c2c(C)nn3-c2ccc(C)cc2)cc1OC,109.0,0.3
CCOC(=O)c1c(C)sc(-c2c(-c3ccc4c(c3)OCCO4)[nH]c3c2c(=O)n(C)c(=O)n3C)c1O,154.0,3.5
Cc1sc2c(c1C)c(=O)[nH]c1nnc(Nc3ccccc3)n12,103.0,0.2
COc1c(C(=O)NCCOc2ccccc2)ccc2ccccc12,104.0,0.2
CC(=O)Oc1c2c(c[n+](C)c1C)COC(C)(C)OC2,101.0,0
CC(C)(CNC(=O)Cc1ccsc1)N1CCOCC1,104.0,0.1
CCCC1=C(C(=O)OCC)C(c2ccc(NC(C)=O)cc2)NC(=O)N1 (stereo not drawn),100.0,0
CC(=O)c1ccc(NC(=O)CSc2nnc3ccc(-c4ccc(Cl)cc4)nn23)cc1,113.0,1.2

# A stretch from the list above, as a working copy:
SMILES,PV pol inh,PV pol inh FP z-score
CCCc1noc(-c2ccc(N3CCCCC3)c([N+](=O)[O-])c2)n1,105.0,-0.6
Cc1cc(C(=O)O)ccc1-c1ccc(/C=C2\SC(=S)NC2=O)o1,129.0,4.7
O=c1c2[nH]c3ccccc3c2nc(SCc2cccc(F)c2)n1-c1ccccc1,112.0,1.1
COC(=O)c1cc(-c2ccccc2OC)nc2c1c(C)nn2CCC#N,104.0,0.4
O=C(CCC(=O)N1Cc2ccccc2Oc2ncccc21)NCc1ccccc1Cl,99.0,-1.8
COc1ccc(-n2nc(C)c3c(C(F)(F)F)cc(-c4cccnc4)nc32)cc1,112.0,0.8
CS(=O)(=O)N1CCCN2C(=O)c3ccccc3C21 (stereo not drawn),100.0,-0.5
CC(C)(C)C(=O)OCc1cc(=O)n2nc(C3CC3)sc2n1,103.0,-0.7
CCCn1c(=O)c2sccc2n2c(CCCC(=O)N3CCC(C)CC3)nnc12,100.0,-0.6
O=C(COC(=O)/C=C/c1ccc(I)o1)NC1CC1,102.0,0
O=C(CN1CCCCC1)N1CCc2ccccc21,101.0,0.1
COc1ccc(-c2csc(N(CC(C)C)C(=O)c3cccs3)n2)cc1,103.0,0.2
Cc1ccc(C(=O)N/C(=C\C=C/c2ccccc2)C(=O)NCC2CCCO2)cc1 (stereo not drawn),105.0,0.1
Cc1oc(-c2cccc(Cl)c2)nc1CSCC(=O)O,106.0,-0.4
Cc1ccc2cc(CCNC(=O)c3ccc4c(c3)OCO4)c(=O)[nH]c2c1C,99.0,-1.1
CC(C)(C)c1nocc1C(=O)O/N=C(\N)c1ccccn1,104.0,0.9

# Other records.
SMILES,PV pol inh,PV pol inh FP z-score
C#CCN1CC(OCC)=CC1=O,103.0,0.3
CCNc1cc(N)[n+](CC)c2n[nH]c(/N=C/c3cc(Cl)cc(Cl)c3O)c12,52.0,-7.7
CCOc1ccc(-n2c(SCC(=O)NC3CCCCC3)nc3c([nH]c4ccccc43)c2=O)cc1,109.0,0.4
Cc1nc2sccn2c(=O)c1S(=O)(=O)Nc1ccc(N2CCN(S(C)(=O)=O)CC2)cc1,103.0,-0.6
CCCNS(=O)(=O)c1ccc2c(c1)SCC(=O)N2,103.0,0.6
O=C(CSc1nc2sc3c(c2c(=O)[nH]1)CCCC3)NCc1cccs1,101.0,-0.2
Cc1ccc(C(=O)Nc2ccc3oc(-c4cccnc4)nc3c2)c(Cl)c1,101.0,-1.1
O=C(CSc1nnc(-c2ccc3c(c2)OCO3)o1)N1CCc2ccccc21,107.0,0.5
COc1ccc(-c2csc(Nc3c(C)n[nH]c3C)n2)cc1,102.0,0.8
Cc1ccc(CNC(=O)CN(c2cc(C)cc(C)c2)S(=O)(=O)c2c(C)[nH]c(=O)[nH]c2=O)cc1,105.0,0
Cc1ccc(C(=O)/C(=C/N(C)C)Sc2ccc(C(F)(F)F)cn2)cc1,103.0,-0.2
CCN(CC)C(=O)Cn1ncc2c3ccccc3n(Cc3ccc(F)cc3)c2c1=O,104.0,0.9
COc1ccc2cc(C(C)c3nc4ccccc4n3C)ccc2c1 (stereo not drawn),104.0,0.6
COc1ccccc1NC(=O)c1nn(C)c2c1CS(=O)(=O)c1ccccc1-2,113.0,1.3
COC(=O)c1cc2oc3ccccc3c2n1Cc1nc(-c2ccc(OC)cc2)oc1C,104.0,-0.7
CCN1CCN(CCC(=O)Nc2ccccc2)CC1,99.0,-0.5

# Source: PubChem (ICCB-Longwood Screening Facility, Harvard Medical School)

# Only part of the results is shown (hit frequency here may not be typical).
